# RT RNaseH block – inhibitors of HIV-1 reverse transcriptase RNase H; P04585; RT-RNase H RNA/DNA duplex cleavage, fluorescence; inhibition, % at 10 µM; hit rate 1.9% among 65,000; AID 565; in the data active = inhibition above about 50%
# RmlC RmlD mix – mixture blocks RmlC and RmlD coupled enzyme activity. RmlC/RmlD coupled enzyme inhibition, 384-well mixture HTS. inhibition, % at 5.5 µM. hit rate 0.39% among 110,000. AID 1532; in the data active = inhibition above about 30%, passing the limit was not always enough; also: strong numbers were not always called active
# An asterisk follows results filed as active; nt = not tested or not shown.
SMILES,RT RNaseH block,RmlC RmlD mix
CCCCSc1nnc(CCC)n1N,-7,69
CC(C)[C@H](CO)Nc1nc(NCc2ccc(S(N)(=O)=O)cc2)c2ncn(C(C)C)c2n1,nt,8
CCOC(=O)C1=C(CNCc2ccc(C)cc2)NC(=O)NC1c1ccc(OC)cc1 (centres undefined),0,-2
O=C1C=C(NCCN2CCOCC2)CC(c2ccccc2)C1 (centres undefined),0,-13
CC(C)N=C(NC#N)SCC(=O)NC(C)(C)C,-1,-81
CCSc1nnc(NC(=O)Cc2ccc(OC)cc2)s1,nt,2
COc1cccc(C(=O)N2CCN(Cc3ccccc3C(F)(F)F)CC2)c1,-7,6
Cc1cccc(C)c1NC(=O)CSc1nnc(-c2ccncc2)n1Cc1ccco1,6,-8
CCCCN1C(N)=NC[C@H]1Cc1ccc(O)cc1,nt,7
COc1cc(C(=O)Nc2cccc(-c3nc4cc(C)ccc4o3)c2C)cc(OC)c1OC,22,13
Cc1cc(C)c(S(=O)(=O)NCCCN2CCOCC2)cc1Br,-14,17
O=C(CSc1nnc(Nc2ccccc2F)s1)NCc1ccco1,33,-8
Cc1cc(C(=O)N2CC(C)CC(C)C2)n(-c2ccccc2)n1 (centres undefined),-20,-7
CCn1c(NC)cc(=O)n(C)c1=O,nt,-8
CCc1ccc(CCC(=O)Nc2sc3c(c2C#N)CCCC3)o1,43,-4

# The final five records of the part before come first, to join the parts.
SMILES,RT RNaseH block,RmlC RmlD mix
Cc1cc(C)c(S(=O)(=O)NCCCN2CCOCC2)cc1Br,-14,17
O=C(CSc1nnc(Nc2ccccc2F)s1)NCc1ccco1,33,-8
Cc1cc(C(=O)N2CC(C)CC(C)C2)n(-c2ccccc2)n1 (centres undefined),-20,-7
CCn1c(NC)cc(=O)n(C)c1=O,nt,-8
CCc1ccc(CCC(=O)Nc2sc3c(c2C#N)CCCC3)o1,43,-4
CC(C)c1cccc(C(C)C)c1O,nt,-8
Cc1cccc(-n2ncc3c(N(C)C4CCCCC4)ncnc32)c1,-8,-3
CCOC(=O)/C(N)=C/c1ncc(C(F)(F)F)cc1Cl,nt,2
Nc1nonc1-c1nc2ccccc2n1CC(=O)O,nt,12
C/C=C/C=C/C(=O)N1CC2(CC(c3cccc(NC(=O)/C=C/C)c3)=NO2)C[C@@H]1C(N)=O (some centres undefined),nt,-22
O=C(Nc1ccc(OC(=O)N2CCCC2)cc1)N1CCOCC1,3,6
CCOCCCNS(=O)(=O)c1ccc2c(c1)CCN2C(C)=O,-5,3
COc1ccc(-c2ccc3oc(-c4ccc(OC)cc4)c(C#CCO)c3c2)cc1,nt,-97
CSc1nc(-c2ccccc2)nn1S(=O)(=O)c1ccc(Cl)cc1,nt,-6
O=C(CSCc1ccco1)c1cccs1,-11,nt
COc1cccc(Nc2ncc(C(=O)O)c3ccccc23)c1,-13,19
CN1CCN(CCCC(=O)c2ccc(F)cc2)CC1,-8,10
CCOC(=O)C(Cc1ccccc1)NC(C)=O (centres undefined),nt,-21
Cc1ccc(S(=O)(=O)NCCSC(C)(C)C)cc1,nt,-20
CCO/C=C/C(O)(CNC(=O)COc1ccccc1F)C(F)(F)F (centres undefined),-10,-12
CCOc1ccccc1CNC(=O)C1CCN(c2nc3ccccc3o2)CC1,-2,nt
Cc1ccc(N(C(=O)C(F)(F)F)C(C(=O)NC2CCCCC2)c2cccs2)cc1 (centres undefined),nt,8
O=C(c1n[nH]c(=O)c2ccccc12)N1CCN(c2ccccc2)CC1,-4,11
CC(C)n1cc(NC(=O)c2cc(-c3ccccc3)on2)cn1,nt,5
COC(=O)c1ccc(Sc2ccccc2NS(=O)(=O)c2ccc(C)cc2)nc1,nt,-10
CCCCNC(=O)CNC(=O)c1cccs1,nt,7
Cn1c2ccccc2c2c(C(=O)N3CCN(c4ccccc4)CC3)cn(C3CCCC3)c(=O)c21,-3,-6
Cc1ccc(NC(=O)N2CCCC2C(=O)Nc2ccc(-n3cnnn3)c(C)c2)cc1 (centres undefined),nt,-10
O=S(=O)(NCCSCc1ccc(Cl)cc1Cl)c1ccc2c(c1)OCCO2,nt,9
COC(=O)c1cc2ccsc2n1CC(=O)Nc1cc(Cl)ccc1OC,-1,-4
CCCCN(C)CCNC(=O)Cn1ncc2c(=O)oc3ccc(C)cc3c21,-10,11
O=C(Nc1cccc(F)c1)C1CC(=O)N(c2ccc(Br)cc2)C1 (centres undefined),4,51
CCC(=O)n1nc(-c2ccco2)nc1N,-2,6
Cc1ccccc1S(=O)(=O)c1c(C)cc(-c2ccccc2)[nH]c1=O,nt,-9
Cc1ncc(CSc2nnnn2-c2ccccc2)c(N)n1,1,-5
COc1ccc(C(=O)N2CCC(O)(c3ccc(F)cc3)CC2)cc1OC,nt,3
Cc1cc(NCCCN2CCOCC2)n2nc(C)c(-c3ccccc3)c2n1,-3,-3
COc1cc(-n2ccnc2SC)c(Cl)cc1Cl,nt,4
COC(=O)c1ccccc1NC(=O)NCC1CCCO1 (centres undefined),-1,-10
O=C(c1ccccc1)N1CCCCC(S(=O)(=O)c2ccccc2)C1=O (centres undefined),-11,-15
CCC(=O)c1ccccc1OCCCN1C(=O)NC(C)(C)C1=O,-9,-4
O=C(CSc1nnc(-c2cccs2)n1-c1ccccc1)NCc1ccco1,-54,6
Cc1ccccc1CN1CCN(CC(=O)NCc2ccco2)C1=O,-5,9
Clc1ccc(Sc2cc(Cl)c(-c3ccccc3)nn2)cc1,nt,4
CCOc1ccc(C(=O)OCCN(C)C)cc1,nt,-8
Cc1nc2ccccc2n1CC(O)Cn1c(C(F)(F)F)nc2ccccc21 (centres undefined),-33,8
O=C(CSc1nc2c(cnn2-c2ccc(F)cc2)c(=O)[nH]1)N1N=C(c2cccs2)CC1c1ccc(F)cc1 (centres undefined),nt,-22
CCCC(CCC(=O)Nc1ccc(C(=O)OC)cc1)C(=O)O (centres undefined),-6,26
COc1ccc(C[C@H]2CN3C(=NC[C@H]3Cc3ccccc3)N2CCNC(=O)CCC2CCCCC2)cc1,nt,-3
CCNc1nc(NC(C)C)nc(Oc2ccc(/C=N/O)cc2)n1,nt,-18
O=C(NCc1ccccc1)N[C@@H](Cc1c[nH]c2ccccc12)C(=O)O,-17,-21
O=C1C2C3C=CC(C3)C2C(=O)N1c1ccc2c(c1)OCO2 (centres undefined),9,-11
C[C@@H](C(=O)Nc1ccc2ccccc2c1)[C@H]1C[C@]1(C)[C@H](NS(=O)(=O)c1ccc(-c2ccccc2)cc1)c1ccccc1,nt,-19
CCN1C(=O)N[C@@H](c2ccccc2)[C@@H](C(=O)OC)[C@H]1C,nt,-3
CCOCCn1c(CN(Cc2ccccc2)Cc2ccccc2)nc2c1c(=O)[nH]c(=O)n2C,-11,-10
COc1ccccc1CN1CCN(C(=O)COc2cccc(C)c2)CC1,-28,1
COc1ccccc1NC(=O)CSc1nnc(-c2ccccn2)n1Cc1ccco1,-34,4
O=C(CSc1nnc(-c2cccnc2)o1)Oc1ccccc1,-26,8
COCc1cc(C)nc(SCC(=O)N2CCC(C)CC2)c1C#N,-15,8
COc1ccc(Cl)cc1NC(=O)C/C(C)=N/NC(=O)CC#N,nt,2
Cc1ccc(S(=O)(=O)N(CC(=O)N2CCCCC2)c2cccc(C)c2)cc1,nt,6
CCOC(=O)CNC(=O)Nc1cc(C(C)(C)C)nn1-c1ccccc1,-4,-4
CN(C)C(=S)c1ccc2ccccc2n1,-5,6
CCc1ccccc1NC(=O)Cn1nc(C(F)(F)F)c2c1CCC2,nt,-16
C#CC(=O)N(c1cc(OC)ccc1OC)C(C(=O)NC1CCCC1)c1cccs1 (centres undefined),nt,-16
# Going on with the list.
SMILES,RT RNaseH block,RmlC RmlD mix
Cn1nnnc1SCC(=O)Nc1ccc(Br)cc1Cl,-1,15
O=c1c2ccccc2oc2cc(C#CC3(O)CCCCC3)ccc12,nt,-10
Cc1cccc(C)c1NC(=O)C1=C(O)c2ccccc2N(C)S1(=O)=O,nt,-4
COc1ccc(CCNC(=O)CSc2ncn[nH]2)cc1,nt,5
Cc1ccc2cc(CN(Cc3ccc4c(c3)OCO4)Cc3nnnn3Cc3ccco3)c(=O)[nH]c2c1,-2,5
CC(NC(=O)COc1ccc(/C=N/NC(=O)C(=O)Nc2ccccc2Br)cc1)c1ccccc1 (centres undefined),nt,3
COc1cc(C)c(Cl)cc1S(=O)(=O)n1cnc(C)c1,nt,-12
CCOC(=O)CNC(=O)CSc1nnnn1-c1ccc(C)c(C)c1,-22,3
CCOc1ccc(Br)cc1S(=O)(=O)NCCN(C)C,nt,5
COc1ccc(N2C(=O)NC(=O)C(CCc3ccncc3)(CCc3ccncc3)C2=O)cc1,nt,9
O=C1c2ccccc2C(=O)N1CCC(c1ccc(F)cc1)c1ccco1 (centres undefined),-34,nt
CC1CC1C(=O)OCC(=O)NCc1ccccc1Cl (centres undefined),-10,-6
Cc1ccsc1-c1nc(-c2ccccc2)c(-c2ccccc2)[nH]1,nt,-10
CCN(CC)S(=O)(=O)c1ccc2c(c1)nc(CCC(=O)OCC(=O)N1CCc3ccccc31)n2C,7,-4
CCCCCn1c(CNC(=O)COC)nc2ccccc21,0,5
CCN(Cc1ccccc1)C(c1ccc(Cl)cc1)c1nnnn1C(C)(C)C (centres undefined),nt,-7
O=C(CSc1nnc(COc2cccc3ccccc23)o1)N1CCN(C(=O)c2ccco2)CC1,-2,-4
CCCNC(=O)NC1C(NC(=O)NCCC)N(C)C(=O)N1C (centres undefined),-3,-5
CN(C)S(=O)(=O)Oc1ccccc1C(=O)Nc1cccc(C(F)(F)F)c1,nt,-15
COc1ccc(-c2oc(NC(=O)CCl)c(C#N)c2-c2ccc(OC)cc2)cc1,nt,-6
COc1ccc(CCn2c(-c3ccco3)nc3oc4ccccc4c(=O)c3c2=O)cc1,-2,nt
CCCCN(C)Cc1c(C)[nH]c2ccc(C)cc2c1=O,nt,3
COc1ccc(C2C(C(=O)N3CCOCC3)=C(C)NC3=C2C(=O)CC(C)(C)C3)cc1O (centres undefined),9,7
CC(C)CN(CC(C)C)C(=O)CS(=O)(=O)Cc1ccccc1,-1,-11
O=C(CN1CCN(CC(=O)Nc2ccc(OCc3ccccc3)cc2)CC1)Nc1ccc(F)cc1,nt,5
CC(=O)NC1C(=O)N=C(SCC(=O)NC(C)c2ccccc2)NC1=O (centres undefined),-14,nt
N#C/C(=C\c1ccc(OCc2ccccc2)cc1)C(=O)Nc1nc2c(s1)CCN(Cc1ccccc1)C2,nt,-4
CC(C(=O)Nc1ccccn1)N1C(=O)C2C3C=CC(C3)C2C1=O (centres undefined),74*,1
COc1ccc(CC(=O)OCC(=O)NC(=O)NC23CC4CC(CC(C4)C2)C3)cc1,nt,15
CCOC(=O)CSC1=C(C#N)C(c2ccco2)C(C(=O)Nc2cccc(C(F)(F)F)c2)=C(C)N1 (centres undefined),9,-4
COc1ccc2nc(Nc3nc(C)c(C(C)=O)s3)sc2c1,-4,27
CC(=O)N(c1ccccc1)c1c(F)c(F)c(F)c(F)c1F,-10,-10
O=C(COC(=O)c1ccc(F)cc1)Nc1ccccc1N1CCOCC1,nt,3
COc1ccc(C(=O)N(CC2CCCO2)C(C(=O)NC2CCCC2)c2ccc(C)cc2)cc1OC (centres undefined),nt,6
O=C1CCC(c2ccccc2)N1C(=O)c1cccnc1 (centres undefined),-9,21
O=C(COC(=O)c1ccc(S(=O)(=O)NCc2ccco2)cc1)NCC1CCCCC1,nt,9
c1ccc(C2C3=C(CCCC3)Nc3ncnn32)cc1 (centres undefined),-3,3
COc1cc(C(=O)NCC(C)C)c([N+](=O)[O-])cc1OC,nt,11
CCCS(=O)(=O)N1CCC(C(=O)NCC2CCCO2)CC1 (centres undefined),-11,-14
O=C(Nc1nccs1)C1CCCN(S(=O)(=O)c2cccnc2)C1 (centres undefined),1,3
O=C(Nc1cnccn1)C1c2ccccc2Oc2ccccc21,-20,-3
CCOC(=O)c1sc(NC(=O)CSc2nc(-c3ccco3)cc(C(F)(F)F)n2)c(C(=O)OC)c1C,nt,7
CC(C)(C)c1ccc(C(=O)N2CCC(=O)N(C(CO)Cc3ccccc3)CC2)cc1 (centres undefined),nt,9
CC(Nc1ccc(Cl)cc1)c1cc(Cl)ccc1O (centres undefined),nt,-16
COc1ccc2c3c(c(=O)oc2c1OCC(N)=O)CCCC3,-15,32*

# The last 5 records of the section above are carried over, then new ones follow.
SMILES,RT RNaseH block,RmlC RmlD mix
O=C(Nc1cnccn1)C1c2ccccc2Oc2ccccc21,-20,-3
CCOC(=O)c1sc(NC(=O)CSc2nc(-c3ccco3)cc(C(F)(F)F)n2)c(C(=O)OC)c1C,nt,7
CC(C)(C)c1ccc(C(=O)N2CCC(=O)N(C(CO)Cc3ccccc3)CC2)cc1 (centres undefined),nt,9
CC(Nc1ccc(Cl)cc1)c1cc(Cl)ccc1O (centres undefined),nt,-16
COc1ccc2c3c(c(=O)oc2c1OCC(N)=O)CCCC3,-15,32*
CCN(Cc1ccccc1)CC(O)COc1ccccc1 (centres undefined),nt,-16
O=C(Nc1ccc2ccccc2c1)c1nn(C23CC4CC(CC(C4)C2)C3)cc1Br,nt,2
Cc1cccc(N2CCN(C(=O)C3CCCN(S(=O)(=O)c4cccc5cccnc45)C3)CC2)c1C (centres undefined),-16,nt
CN(C)c1nc(SCCOC(=O)COc2ccc(Cl)cc2Cl)nc(N(C)C)n1,-14,nt
Cc1no[n+]([O-])c1COc1ccc(/C=C2\NC(=S)NC2=O)cc1,nt,-2
Cn1nc(-c2ccccc2)c(C(O)c2ccc(Cl)cc2)c1Cl (centres undefined),nt,-12

# Assay outcomes from PubChem.

# An excerpt, so the mix of outcomes need not match the whole.
